Screens as filed in PubChem.
LYPLA1 counter: LYPLA1 inhibitors, primary screen, counter-screen for PME1 inhibitor project, biochemical, fluorescence polarization, FP-Rh probe ABPP; Acyl-protein thioesterase 1 (Homo sapiens), O75608; recombinant LYPLA1; inhibition, % at 5.9 µM; 320,000 compounds, 0.16% hits; AID 2174, 2009;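 active means inhibition above the mean of all tested compounds plus 3 SD, set per campaign, cut at about 14% in these data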;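 further: inhibitors block serine hydrolase probe labeling of LYPLA1 so polarization falls; 0% = enzyme with DMSO and 100% = wells lacking LYPLA1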
LYPLA2 counter: LYPLA2 inhibitors, primary screen, counter-screen for PME1 inhibitor project, biochemical, fluorescence polarization, FP-Rh probe ABPP. Acyl-protein thioesterase 2 (Homo sapiens), O95372. recombinant LYPLA2. inhibition, % at 5.9 µM. 320,000 compounds, 0.38% hits. AID 2177, 2009;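 active means inhibition above the screen-wide mean plus 3 SD, limit set per campaign, cut at about 26% in these data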;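 further: 0% = LYPLA2 with DMSO and 100% = wells lacking LYPLA2 enzyme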
PAFAH1B3 inh: PAFAH1B3 enzyme inhibitors, primary screen, biochemical, fluorescence polarization, human. Platelet-activating factor acetylhydrolase IB subunit alpha1 (Homo sapiens), Q15102. inhibition, % at 3.39 µM. 340,000 compounds, 0.28% hits. recombinant PAFAH1B3, FP-rhodamine probe;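 active means inhibition above the screen-wide average of all tested compounds plus 3 SD, cut at about 25% in these data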;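 further: 0% = enzyme with DMSO only and 100% = wells lacking PAFAH1B3 protein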
PAFAH2 inh: PAFAH2 enzyme inhibitors, primary screen, biochemical, fluorescence polarization, human; Platelet-activating factor acetylhydrolase 2, cytoplasmic (Homo sapiens), Q99487; recombinant PAFAH2, FP-rhodamine activity probe; inhibition, % at 3.39 µM; 340,000 compounds, 0.99% hits;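 active means inhibition above the mean over all tested compounds plus 3 SD, cut at about 30% in these data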;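 further: inhibitors block probe labeling of enzyme so polarization drops; 0% = enzyme with DMSO and 100% = wells lacking PAFAH2 protein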
ZTA DNA inh: counter-screen for EBNA-1 inhibitors: inhibitors of Epstein-Barr virus ZTA; P03206; ZTA-DNA binding, fluorescence polarization; inhibition, % at 11 µM; 320,000 compounds, 0.15% hits; in the data active means inhibition above about 33%
Target sequence (P03206 whole entry, looked up): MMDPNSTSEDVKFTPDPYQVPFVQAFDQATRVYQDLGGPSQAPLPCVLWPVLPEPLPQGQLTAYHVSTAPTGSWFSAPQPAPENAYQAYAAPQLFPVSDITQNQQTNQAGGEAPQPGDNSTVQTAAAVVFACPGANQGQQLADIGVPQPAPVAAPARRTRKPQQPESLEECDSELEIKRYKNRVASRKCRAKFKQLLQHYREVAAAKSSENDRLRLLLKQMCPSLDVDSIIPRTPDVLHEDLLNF
PAD4 FP inh: human PAD4 inhibitors, primary screen, biochemical, fluorescence polarization, 1536-well format; Protein-arginine deiminase type-4 (Homo sapiens), Q9UM07; recombinant PAD4, RCA probe fluorescence polarization; inhibition, % at 6.36 µM; 330,000 compounds, 0.41% hits; AID 485272, 2010;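 active means percent inhibition above a cutoff equal to the mean of all tested compounds plus 3 SD, cut at about 15% in these data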;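 further: 0% = PAD4 with RCA probe and DMSO and 100% = probe without PAD4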
EBNA-1 inh: EBNA-1 DNA-binding inhibitors, primary screen, biochemical, fluorescence polarization | inhibition, % at 14.8 µM | 300,000 compounds, 0.34% hits; in the data active means inhibition above about 28%
GSTO1 inh: inhibitors of recombinant GSTO1, primary screen, counter-screen for RBBP9 inhibitor project, biochemical, fluorescence polarization. Glutathione S-transferase omega-1 (Homo sapiens), P78417. activity-based probe fluorescence polarization. inhibition, % at 5.96 µM. 300,000 compounds, 1.1% hits. AID 1974, 2009;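 active means inhibition above the campaign mean inhibition plus 3 SD, cut at about 35% in these data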;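 further: 0% = GSTO1-1 with DMSO and 100% = wells lacking GSTO1-1 enzyme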
PREPL inhibitor: PREPL enzyme inhibitors, primary screen, biochemical, fluorescence polarization; inhibition, % at 5.96 µM; 320,000 compounds, 0.68% hits; recombinant PREPL, fluorescence polarization activity-based probe; AID 2751, 2010; in the data active means inhibition above about 43%;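 further: 0% = enzyme with DMSO and 100% = wells lacking enzyme; many of its hits are not listed in these tables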
Target sequence (Q4J6C6 whole entry, looked up): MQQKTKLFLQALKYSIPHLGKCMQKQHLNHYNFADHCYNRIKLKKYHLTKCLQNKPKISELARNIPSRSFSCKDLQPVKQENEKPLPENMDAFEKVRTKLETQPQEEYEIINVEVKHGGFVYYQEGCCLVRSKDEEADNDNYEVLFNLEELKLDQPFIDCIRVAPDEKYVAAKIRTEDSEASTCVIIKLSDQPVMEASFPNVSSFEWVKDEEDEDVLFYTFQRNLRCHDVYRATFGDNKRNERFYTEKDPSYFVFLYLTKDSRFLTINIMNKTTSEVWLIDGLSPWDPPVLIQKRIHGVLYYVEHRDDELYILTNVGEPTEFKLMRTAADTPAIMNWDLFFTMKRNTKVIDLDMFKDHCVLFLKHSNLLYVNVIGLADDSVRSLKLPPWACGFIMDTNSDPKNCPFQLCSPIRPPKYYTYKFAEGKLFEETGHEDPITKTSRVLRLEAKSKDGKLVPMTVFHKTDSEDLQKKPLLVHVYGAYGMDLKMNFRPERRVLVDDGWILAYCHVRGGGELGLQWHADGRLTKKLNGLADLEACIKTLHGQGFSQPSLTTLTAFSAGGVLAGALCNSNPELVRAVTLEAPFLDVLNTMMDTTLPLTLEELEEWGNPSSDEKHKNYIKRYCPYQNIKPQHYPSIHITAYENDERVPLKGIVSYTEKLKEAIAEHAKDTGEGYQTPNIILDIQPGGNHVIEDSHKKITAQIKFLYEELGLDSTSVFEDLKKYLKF
Starred values were filed as active, the others as inactive; . = no result given. A portion of the library. The share of hits here may be higher or lower than overall.

Every second line gives: LYPLA1 counter, LYPLA2 counter, PAFAH1B3 inh, PAFAH2 inh, ZTA DNA inh, PAD4 FP inh, EBNA-1 inh, GSTO1 inh, PREPL inhibitor
- Cc1nc2c(-c3ccc(F)cc3)c(C)nn2c(C)c1CCC(=O)Nc1ccccc1
→ -3, 4, 6, 0, -3, -7, -25, 6, -2
- COc1ccccc1N1CCN(CCN2C(=O)C3CCCCN3C2=O)CC1 (stereo unspecified)
→ -2, -4, 7, 4, -4, -8, -4, 1, 1
- O=[N+]([O-])c1ncccc1OCc1ccc(Cl)c(Cl)c1
→ 12, 7, 3, 2, 2, -1, 13, -3, 22
- COc1ccc(N2CCCn3c2nc2c3c(=O)n(Cc3ccccc3F)c(=O)n2C)c(OC)c1
→ -4, -8, 3, -6, -9, -4, -2, -5, 35
- CC(C(=O)O)C(=O)O
→ -3, -6, -10, 11, 2, 39*, -4, 0, -3
- Nc1nc(Cl)nc2ccc(Br)cc12
→ -3, -4, 2, -5, -24, -2, -3, 0, -1
- c1cnc2nc(-c3ccc4c(c3)OCO4)cn2c1
→ 4, 5, 2, 9, 1, -7, -3, 3, 3
- Cc1ccc(-c2nnn(CC(=O)N(CC3CCCO3)C(C(=O)NC3CCCCC3)c3ccc(F)cc3)n2)o1 (stereo unspecified)
→ 1, -5, -7, -12, -12, 0, 13, 7, 4
- Cc1cccc2c(=O)cc(C(F)(F)F)[nH]c12
→ 2, 3, -6, -8, 13, 2, -8, 3, 8
- COc1ccccc1CNC(=O)c1cn(C)c2ccc(S(=O)(=O)N3CCCCC3)cc2c1=O
→ -1, 9, ., ., -11, -3, 1, 5, 2
- O=S(=O)(c1ccccc1)N1CCN(C(=S)NCCCN2CCOCC2)CC1
→ 0, -2, 5, -2, 11, -1, -34, -1, 6
- Cc1nn(Cc2cccc(C(=O)Nc3ccn(Cc4ccccc4F)n3)c2)c(C)c1[N+](=O)[O-]
→ -4, -2, -1, -3, 7, -3, -6, 3, 12
- Cc1ccc2oc(=O)c3cc(C(=O)NCCCN4CCCCCC4)sc3c2c1
→ 3, 6, -1, 2, -1, 0, -13, -6, 8
- Cc1ccc(C(=O)NNC(=O)c2ccncc2)cc1S(=O)(=O)N1CCOCC1
→ 4, 2, 6, -3, -6, 0, 2, 2, -1
- CCc1sc(C(=O)N2CCN(c3ccc(F)cc3)CC2)cc1C
→ 5, 12, 5, 0, 3, -3, 10, 1, 19
- Cc1nc2ccccc2n1CCN1CCOCC1
→ 2, -7, 1, 1, 5, -2, -17, 1, -2
- O=C(CN(C(=O)CCC(=O)Nc1ccccn1)c1cccc(F)c1)NCc1ccco1
→ 1, -2, -1, 1, -4, 3, 8, 6, 0
- CCOC(=O)N1CCN(C(=O)CCCOc2ccccc2)CC1
→ -2, -5, 6, -2, 10, 0, 1, 8, -1
- COc1ccc(OC)c(-c2[nH]nc3c2C(c2ccco2)C(C#N)=C(N)O3)c1 (stereo unspecified)
→ 1, -1, -5, -2, 3, -1, 5, 19, -11
- CCNC(=O)CC1C(=O)N(c2ccccc2)C(=O)N1CCc1ccc(OC)cc1 (stereo unspecified)
→ -1, 7, 6, -6, -14, -2, -2, 4, 10
- Cn1c(SCc2cc(=O)[nH]c(C(C)(C)C)n2)nnc1C(F)(F)F
→ 1, 6, -4, -4, -6, 2, 11, 10, 26
- N#CC1=C(N)NC(SCC(=O)c2ccc(Br)cc2)=C(C#N)C12CCCCC2
→ -15, -8, 11, 11, 2, -2, 14, -19, 0
- COc1ccc(NC(=O)c2cc3n(n2)C(C(F)(F)F)CC(c2ccc4c(c2)OCO4)N3)cc1OC (stereo unspecified)
→ 1, 18, 3, -3, -6, -5, 0, 0, 46*
- COc1ccccc1NS(=O)(=O)c1ccc(C(=O)N2CCN(c3ccccn3)CC2)cc1
→ ., ., 11, 1, ., -3, ., ., 10
- CCOC(=O)/C=C/C(=O)Nc1ccccc1C(=O)NC1CCCCC1
→ 9, 3, -7, 0, -5, 0, 1, -2, 0
- Cc1ccc(NS(=O)(=O)c2cccc(C(=O)N3CCCC(C)C3)c2)cc1 (stereo unspecified)
→ 2, 8, 9, 5, -1, 0, -9, -6, -5
- CCc1c(C)nc2c(C#N)c[nH]n2c1=O
→ -3, -1, 10, -1, 3, 2, 13, -1, 5
- CCOC(=O)C1CCCN(S(=O)(=O)c2ccc(OC)cc2)C1 (stereo unspecified)
→ -3, -5, 11, -12, 10, 1, -3, 3, 3
- CCN1CCN(C(=S)NCCc2ccccc2)CC1
→ -1, -3, 4, 4, -3, -3, 13, -4, 0
- CC(=O)Nc1cccc(-c2cnc(N)c(C(=O)c3cccnc3)n2)c1
→ ., ., 9, 0, ., -3, ., ., 19

(cont.)
Every second line gives: LYPLA1 counter, LYPLA2 counter, PAFAH1B3 inh, PAFAH2 inh, ZTA DNA inh, PAD4 FP inh, EBNA-1 inh, GSTO1 inh, PREPL inhibitor
- O=C(O)CC1SC(=Nc2ccccc2)N(c2ccccc2)C1=O (stereo unspecified)
→ 4, 16, 12, 4, -5, -3, -4, -4, 0
- COc1cc(CNc2ccc(CNc3ncn[nH]3)cc2)ccc1OCc1ccccc1
→ -1, 11, 12, 5, 11, -1, 11, 5, 8
- NS(=O)(=O)c1ccc(CCNC(=O)CCC(=O)c2cccs2)cc1
→ -5, 1, 1, -5, 1, -3, ., ., -1
- CN1CCN(S(=O)(=O)c2cccc(C(=O)N(C)Cc3c(F)cccc3Cl)c2)CC1
→ 1, 9, 0, 2, 3, -4, ., ., 9
- COc1ccc2oc(=O)cc(-c3cc4cccc(OC)c4o3)c2c1
→ -1, -1, 2, -5, 11, -3, -9, 1, 5
- CC(=O)c1cc2c(C)cc(=O)oc2cc1O
→ -1, 2, 7, -3, -22, -1, 8, 10, 18
- CCN(CC)S(=O)(=O)c1ccc(C(=O)NCc2ccc3[nH]c4c(c3c2)CCCC4)cc1
→ -4, -3, -2, 3, 16, 2, 7, -2, 14
- CCc1ccc(S(=O)(=O)NCc2cccs2)cc1
→ 2, 9, 14, 2, -10, -1, 1, 11, 12
- O=C(c1cccc(F)c1)N1CCN(C(=O)c2cc(-c3ccc(Cl)cc3Cl)on2)CC1
→ 0, 10, 10, 24, 25, -2, 16, -1, 15
- CCNC(=S)N/N=C(\C)c1cccc(C(F)(F)F)c1
→ 2, -1, 9, -1, 12, -1, 4, 6, -6
- N#Cc1ccc(Oc2cc(C(F)(F)F)nc(-c3ccccn3)n2)cc1
→ -1, 3, 7, -4, -10, -1, 5, 10, 26
- C/C(=N\NC(=O)CCCNc1cccc(C)c1)c1ccncc1
→ -1, 6, 9, -3, -19, 1, -2, 0, 13
- COc1ccccc1CCNS(=O)(=O)c1c(C)n(C)c(=O)n(C)c1=O
→ -3, -1, 7, -8, 3, 1, 1, 6, -8
- Cc1ccc(NC(=O)C(C)OC(=O)c2ccc(NS(=O)(=O)c3ccc(F)c(F)c3)cc2)cc1 (stereo unspecified)
→ -5, -3, -2, 8, -17, -1, 1, -5, -9
- O=C1CCC([N+](=O)[O-])C(c2ccc3c(c2)OCO3)N1 (stereo unspecified)
→ 1, -6, 0, 1, -6, -5, -3, 4, 6
- C1=CC2CCC1ON2c1ccccc1 (stereo unspecified)
→ -6, -3, 4, -13, 0, -1, -6, 3, 4
- CCCCC(=O)Nc1c2c(nn1-c1ccc([N+](=O)[O-])cc1)CS(=O)(=O)C2
→ -1, -8, -1, 4, 2, 3, 7, -2, -4
- COc1ccccc1Oc1ccccc1[N+](=O)[O-]
→ 3, 3, 6, -1, 10, 0, 4, 3, 6
- CS(=O)(=O)N1CCC(C(=O)NCc2ccc(Cl)cc2Cl)CC1
→ 3, 1, 11, 3, -8, -3, -6, 13, 10
- CC1=C(C(=O)Nc2ccccc2)C(c2ccc(O)cc2)N2C(=O)CSC2=N1 (stereo unspecified)
→ 0, 3, 14, -4, -10, -13, 3, 9, 13
- NCC(=O)CCC(=O)O
→ -3, -5, 9, -5, 7, 1, -10, -4, 11
- O=C(CCSc1ccc(F)cc1)NNC(=O)c1ccc([N+](=O)[O-])cc1
→ 0, 0, 2, 0, -7, -7, ., ., 13
- CCN1CCCC1CN(Cc1cc2ccc(C)cc2[nH]c1=O)C(=S)Nc1ccccc1C(=O)OC (stereo unspecified)
→ 0, 5, 0, 1, -6, 0, -1, -4, -9
- CC(=O)c1c(C)[n+]([O-])c2ccc3c(non3O)c12
→ 1, 0, 7, -2, 1, -6, -11, -4, 7
- O=C(NCC(=O)N1CCC2(CC1)NCCc1[nH]cnc12)c1ccccc1F
→ 0, 4, 5, -1, 2, -1, -5, 0, -8
- O=C(NCc1ccco1)C1CCN(Cc2ccc(F)cc2)CC1
→ 1, -5, 5, 3, 15, -8, -5, 6, -4
- Cc1ccc(CNC(=O)CC2C(=O)Nc3c2c(=O)n(C)c(=O)n3Cc2ccccc2)cc1 (stereo unspecified)
→ 0, -6, 1, -4, 10, 0, 9, 7, 1
- Fc1ccccc1-c1nc(NCCCN2CCOCC2)c2ccccc2n1
→ 4, 11, 3, -6, -10, 1, 8, 5, 8
- Cc1ccc(S(=O)(=O)c2ccc(Cl)cc2)cc1S(=O)(=O)N1CCN(C)CC1
→ -4, -2, 4, -1, 2, 2, 2, 1, 9
- COCc1nnc(NC(=O)CS(=O)(=O)Cc2ccccc2)s1
→ 0, 0, 16, 6, 10, -1, 1, -4, -5

Entries above with an NH in an aromatic ring (8):
Every second line gives: LYPLA1 counter, LYPLA2 counter, PAFAH1B3 inh, PAFAH2 inh, ZTA DNA inh, PAD4 FP inh, EBNA-1 inh, GSTO1 inh, PREPL inhibitor
- Cc1cccc2c(=O)cc(C(F)(F)F)[nH]c12
→ 2, 3, -6, -8, 13, 2, -8, 3, 8
- COc1ccc(OC)c(-c2[nH]nc3c2C(c2ccco2)C(C#N)=C(N)O3)c1 (stereo unspecified)
→ 1, -1, -5, -2, 3, -1, 5, 19, -11
- Cn1c(SCc2cc(=O)[nH]c(C(C)(C)C)n2)nnc1C(F)(F)F
→ 1, 6, -4, -4, -6, 2, 11, 10, 26
- CCc1c(C)nc2c(C#N)c[nH]n2c1=O
→ -3, -1, 10, -1, 3, 2, 13, -1, 5
- COc1cc(CNc2ccc(CNc3ncn[nH]3)cc2)ccc1OCc1ccccc1
→ -1, 11, 12, 5, 11, -1, 11, 5, 8
- CCN(CC)S(=O)(=O)c1ccc(C(=O)NCc2ccc3[nH]c4c(c3c2)CCCC4)cc1
→ -4, -3, -2, 3, 16, 2, 7, -2, 14
- CCN1CCCC1CN(Cc1cc2ccc(C)cc2[nH]c1=O)C(=S)Nc1ccccc1C(=O)OC (stereo unspecified)
→ 0, 5, 0, 1, -6, 0, -1, -4, -9
- O=C(NCC(=O)N1CCC2(CC1)NCCc1[nH]cnc12)c1ccccc1F
→ 0, 4, 5, -1, 2, -1, -5, 0, -8

Profiles from above.
CCCCC(=O)Nc1c2c(nn1-c1ccc([N+](=O)[O-])cc1)CS(=O)(=O)C2 reads LYPLA1 counter = -1; LYPLA2 counter = -8; PAFAH1B3 inh = -1; PAFAH2 inh = 4; ZTA DNA inh = 2; PAD4 FP inh = 3; EBNA-1 inh = 7; GSTO1 inh = -2; PREPL inhibitor = -4
COc1ccccc1CCNS(=O)(=O)c1c(C)n(C)c(=O)n(C)c1=O reads LYPLA1 counter = -3; LYPLA2 counter = -1; PAFAH1B3 inh = 7; PAFAH2 inh = -8; ZTA DNA inh = 3; PAD4 FP inh = 1; EBNA-1 inh = 1; GSTO1 inh = 6; PREPL inhibitor = -8
